# TRHR PAM – allosterically enhances the human TRH receptor | enhancement, % at 2 µM | 360,000 tested, 0.66% active | P34981 | TRHR cells, fluo-8 calcium fluorescence, EC20 TRH enhancement; in the data active = enhancement above about 30%; note: 0% is about no effect
#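 Enhancer read-out: after compound pinning and an initial kinetic agonist-mode read, an EC20 of TRH (10 nM final) was injected and fluo-8 calcium signal (Ex 480/Em 530) followed at 1 s/cycle for 100 cycles in TRHR-expressing cells.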
# RXFP1 antagonist – antagonists of human relaxin receptor RXFP1 | activity change, negative = inhibition, % at 57.5 µM | Q9HBX9 | HEK293-RXFP1, relaxin-stimulated cAMP HTRF, 30 min; hits give low values | 350,000 tested, 0.59% active;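 active = activity change of -60% or lower, but not beyond a set lower limit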; note: % is set by controls: 0 for no effect and ±100 for the full control effect
# Target sequence (Q9HBX9 whole entry, looked up): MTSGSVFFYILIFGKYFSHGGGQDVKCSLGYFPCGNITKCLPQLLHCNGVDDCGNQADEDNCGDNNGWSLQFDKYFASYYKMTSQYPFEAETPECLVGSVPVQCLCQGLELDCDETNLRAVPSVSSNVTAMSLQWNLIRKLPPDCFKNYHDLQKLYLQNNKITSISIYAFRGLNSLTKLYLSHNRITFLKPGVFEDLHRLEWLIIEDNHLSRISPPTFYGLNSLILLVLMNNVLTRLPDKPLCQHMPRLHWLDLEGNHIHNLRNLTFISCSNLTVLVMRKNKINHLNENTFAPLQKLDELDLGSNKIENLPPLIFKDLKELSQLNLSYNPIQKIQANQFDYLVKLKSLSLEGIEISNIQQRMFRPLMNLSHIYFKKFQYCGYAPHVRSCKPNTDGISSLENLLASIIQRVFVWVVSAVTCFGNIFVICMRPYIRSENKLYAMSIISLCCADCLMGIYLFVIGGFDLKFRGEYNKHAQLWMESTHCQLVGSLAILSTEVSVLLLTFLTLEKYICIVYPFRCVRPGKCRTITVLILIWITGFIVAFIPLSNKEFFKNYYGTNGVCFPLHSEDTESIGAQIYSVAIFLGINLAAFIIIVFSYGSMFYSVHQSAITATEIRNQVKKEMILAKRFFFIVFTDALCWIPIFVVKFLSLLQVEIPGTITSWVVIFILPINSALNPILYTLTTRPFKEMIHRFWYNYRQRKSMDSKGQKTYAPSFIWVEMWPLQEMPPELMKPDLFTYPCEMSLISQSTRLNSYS
# D1 potentiator – potentiators of human D1 dopamine receptor; HEK293 TREx D1 cells, calcium flux, dopamine EC20 potentiation; potentiation, % at 10 µM; 360,000 tested, 0.036% active; in the data active = potentiation above about 30%; note: 0% is about no effect
# TRHR ag – TRH receptor (human) agonism. 360,000 tested, 0.18% active. activation, % at 2 µM. AID 493084. P34981. TRHR cells, calcium flux fluo-8, FDSS agonist mode; note: 0% is about no effect
#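 TRHR-expressing cells, plated overnight in medium with 10% serum, were loaded with fluo-8 calcium dye at room temperature. After a 10 s baseline, library compound was pin-added and calcium release was recorded kinetically (ex 480/em 530) as agonist response.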
# D2 ag – agonists of human D2 dopamine receptor; P14416; HEK293 T-REx D2 cells, calcium flux agonist mode; activation, % at 2 µM; 340,000 tested, 0.53% active;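 active = activation over 3 SD above normal in the single-dose calcium agonist read, cut at about 30% in these data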; note: 0% is about no effect
#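 In this primary screen, compounds producing a positive calcium signal within 180 s of addition to tetracycline-induced, force-coupled HEK293 Trex D2 cells are flagged; cells are dye-loaded with a no-wash calcium kit beforehand.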
# D1 agonist – agonists of human D1 dopamine receptor. P21728. HEK293 T-REx D1 cells, calcium flux, agonist mode. activation, % at 2 µM. 360,000 tested, 1% active; note: 0% is about no effect
#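 Inducible HEK293 T-REx D1 cells, force-coupled to calcium signalling, were plated at 4000 cells/well with tetracycline and held overnight at 30 C. After no-wash calcium dye loading, compound-evoked calcium rise over 180 s flagged agonists.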
# D1 antag – human D1 dopamine receptor antagonism; P21728; HEK293 TREx D1 cells, calcium flux, dopamine EC80; hits give low values; activity change, negative = inhibition, % at 10 µM; 360,000 tested, 3.2% active; AID 504652; in the data active = activity change below about -30%; note: % is set by controls: 0 for no effect and ±100 for the full control effect
#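 Using tetracycline-induced force-coupled D1 Hek293 cells and a calcium dye, signals were followed for 180 s after compound, then for 180 s after EC80 dopamine, to detect inhibitors.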
# D2 antag – antagonists of human D2 dopamine receptor; P14416; HEK293 TREx D2 cells, calcium flux, dopamine EC80; inhibition, % at 10 µM; 340,000 tested, 2% active; AID 485344; in the data active = inhibition above about 30%; note: 0% is about no effect
#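 In this primary screen, negative modulation is detected by tracking calcium flux after an EC80 dopamine challenge in inducible HEK293 T-REx D2 cells preexposed to test compound for 180 s.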
# D2 PAM – positively modulates the human D2 dopamine receptor allosterically. potentiation, % at 10 µM. AID 485347. 340,000 tested, 0.34% active. P14416. HEK293 T-REx D2, calcium flux, EC20 dopamine potentiation;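 active = potentiation over 3 SD above the plate norm, cut at about 30% in these data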; note: 0% is about no effect
#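 Potentiation of an EC20 dopamine calcium response is measured in a force-coupled, tetracycline-inducible Hek293 Trex D2 line. Compound-only kinetic reads over 180 s flag agonists before dopamine addition.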
# * = called active by the depositor; . = no result given; & = joins results of further samples. Cut-off read from the data, not from the text of the source, unless noted: active = activation above about 30%; inactive = the rest. Compounds were not picked by outcome; overall some 7.3% were active at least once.
SMILES,TRHR PAM,RXFP1 antagonist,D1 potentiator,TRHR ag,D2 ag,D1 agonist,D1 antag,D2 antag,D2 PAM
Cc1cc(C)c(S(=O)(=O)Nc2ccc(-c3ccc(N4CCCCC4)nn3)cc2)cc1C,7,-21,0,0.2,0.1,5,24,.,-1
Cc1c(Cl)cccc1NC(=S)N1CCCCCC1,-4,17,5,0.1,0.4,0,-10,4,14
Clc1ccc(-c2csc(N3CCN(c4ccccc4)CC3)n2)cc1,5,8,0,-0.1,-0.1,1,-26,1,22
NC(=O)c1ccc[n+](Cc2ccccc2)c1,-6,.,7,0.0,0.8,2,15,0,0
CCOC(=O)c1c(-c2ccccc2)oc2cc(Br)c(OCc3ccccc3)cc12,-11,.,0,0.3,0.9,8,13,.,-1
O=C(CN1C(=O)NC(Cc2ccccc2)C1=O)Nc1ccc(F)c(Cl)c1 (stereo not drawn),3,2,.,0.1,1.2,11,-22,33*,3
Cc1cc(C)cc(NS(=O)(=O)c2c(C(=O)N3CCOCC3)c(C)n(C)c2C)c1,-3,32,-5,-1.0,-1.5,0,-11,-10,-7
O=[N+]([O-])c1ccc(Oc2cc(NC3CCCCCCC3)c([N+](=O)[O-])cc2[N+](=O)[O-])cc1,-3,.,-4,0.4,-0.9,3,-7,8,0
Cc1noc(C)c1C(=O)OCC(=O)NC1CC1,1,-2,-3,1.0,0.1,2,-10,-4,6
O=C(NCc1cccnc1)c1cc2nc(-c3cccs3)cc(C(F)(F)Cl)n2n1,3,-7,5,-1.5,-1.5,1,6,12,-6
CCn1c(C(Cc2ccccc2)NC(=O)COC)nc2ccccc21 (stereo not drawn),-7,-3,-8,0.0,0.1,-3,-30*,19,-1
CCCCS(=O)(=O)c1oc(-c2ccc(F)cc2)nc1S(=O)(=O)c1ccc(C)cc1,-8,-72*,-2,0.8,3.0,4,-6,.,5
CC(=O)OCCNc1cc(SC(C)C)c2nonc2c1[N+](=O)[O-],-4,-11,0,-0.3,0.5,2,4,16,1
CCc1ccc(N2CC(C(=O)OCC(=O)NC3CCS(=O)(=O)C3)CC2=O)cc1 (stereo not drawn),3,0,0,-1.1,-0.5,-2,1,-10,-9
COc1ccc(/C(O)=C2/C(=O)C(=O)N(CCN(C)C)C2c2cccnc2)cc1C (stereo not drawn),1,11,-4,0.0,0.2,4,-11,14,-5
CCOc1ccc(C(=O)Nc2ccccc2N2CCCC2)cc1,2,6,3,0.4,0.1,1,13,-4,-1
C=CCn1c(SCC(=O)Nc2ccc3c(c2)OCCO3)nnc1-c1ccco1,-6,2,-7,-0.2,-0.5,1,-1,1,2
Cc1cc(C)c(/C=C(\C#N)S(=O)(=O)c2ccccc2)[nH]1,5,-23,-5,-1.3,-0.7,3,11,-42,-2
COc1ccc(CCNC(=O)c2cc(COc3c(C)cccc3C)on2)c(OC)c1,8,-9,-4,0.0,1.4,10,-3,-11,-1
CCOc1ccc(C2C(C(=O)c3ccco3)=C(O)C(=O)N2CCCn2ccnc2)cc1OCC (stereo not drawn),8,-3,1,0.5,0.9,2,-7,-2,-2
COc1cccc(NC(=O)C2CCCN(S(=O)(=O)c3cccc4nsnc34)C2)c1 (stereo not drawn),2,-1,-6,-0.1,-0.2,1,10,13,-2
CCC(CC)C(=O)Nc1ccc2nc(SCc3ccccc3)sc2c1,1,.,-2,0.2,1.8,2,8,.,-8
Cc1ccc(C2=C/C(=C/c3cccs3)C(=O)O2)cc1,1,.,0,0.0,0.5,8,7,7,-4
Cc1ccc(-c2nc(CSCC(=O)NCCN3CCN(Cc4ccccc4)CC3)c(C)o2)cc1,21,4,-8,-0.4,0.2,11,-15,-3,-4
CCN(CCCNC(=O)CNC(=O)Cn1cnc2ccccc2c1=O)c1ccccc1,-1,-6,3,0.1,0.5,3,2,-8,20

# Complete entries, looked up by structure:
# CCOC(=O)c1c(-c2ccccc2)oc2cc(Br)c(OCc3ccccc3)cc12 in the list: TRHR PAM = -11; RXFP1 antagonist = .; D1 potentiator = 0; TRHR ag = 0.3; D2 ag = 0.9; D1 agonist = 8; D1 antag = 13; D2 antag = .; D2 PAM = -1
# Cc1cc(C)c(S(=O)(=O)Nc2ccc(-c3ccc(N4CCCCC4)nn3)cc2)cc1C in the list: TRHR PAM = 7; RXFP1 antagonist = -21; D1 potentiator = 0; TRHR ag = 0.2; D2 ag = 0.1; D1 agonist = 5; D1 antag = 24; D2 antag = .; D2 PAM = -1

# Other compounds follow:
SMILES,TRHR PAM,RXFP1 antagonist,D1 potentiator,TRHR ag,D2 ag,D1 agonist,D1 antag,D2 antag,D2 PAM
Cc1ccc(NC(=O)C(=O)NCC2CCCO2)cc1C (stereo not drawn),-3,2,1,-0.1,0.7,1,-1,13,-7
CCN1CCN(C(=O)/C=C/c2ccc(OC)c(OC)c2)CC1,2,-2,-4,0.6,0.5,7,0,-5,-17
Cc1cccc(-n2c(C)cc(C)c(C#N)c2=O)c1,-1,4,1,-0.1,-0.3,2,23,-2,-2
CCS(=O)(=O)N1CCc2cc(C(=O)Nc3cc(Cl)ccc3C)ccc21,6,.,0,-0.3,4.5,-1,-3,.,-9
COc1ccc(OC)c(NC(=O)c2csc(Cl)c2OC)c1,-7,-13,1,1.3,.,4,-8,.,-6
CC(=O)Nc1ccc(NC(=O)c2ccc(NS(=O)(=O)c3cc(C(C)(C)C)ccc3C)cc2)cc1,-1,-7,3,-0.5,-0.3,8,2,-1,0
COc1ccc(C(=O)N/N=C/c2ccc(OC)c(COc3c(F)c(F)cc(F)c3F)c2)cc1,-1,-2,0,0.1,-1.1,2,-20,-9,3
CN(C)c1ccc(/C=N/NC(=O)CSc2ccccn2)cc1,-1,-7,6,-0.3,-0.9,0,7,-24,2
Cc1ccc2oc(C(=O)N(Cc3ccncc3)CC3CCCO3)c(C)c2c1 (stereo not drawn),-3,-18,1,-0.7,-1.0,4,5,18,8
O=C(Nc1nnc(C2CC2)s1)C1Cc2ccccc2CN1S(=O)(=O)c1ccccc1F (stereo not drawn),1,-7,-1,0.2,0.4,3,12,14,16
COC(=O)[C@H](CCSC)NC(=O)NC1CCN(Cc2ccccc2)CC1,-3,-3,-8,1.9,0.4,3,-2,30,-28
N=c1n(CCO)c2ccccc2n1Cc1ccc(Cl)cc1,-9,-14,-6,-0.2,1.2,8,-3,15,-5
C=CCn1c2c(c(=O)[nH]c1=S)CN(C(C)c1ccccc1)CN2 (stereo not drawn),-3,19,4,0.3,-0.3,-1,-6,-15,-3
Cc1ccc(OCc2cc(C(=O)NC3CCc4ccccc43)no2)cn1 (stereo not drawn),4,0,7,0.4,1.8,25,-7,-46,5
c1ccc(-c2oc3ncnc(NCCCn4ccnc4)c3c2-c2ccccc2)cc1,0,-3,-2,-1.1,-1.0,14,1,-18,-5
O=c1c2c3c(sc2ncn1/N=C/c1ccco1)CCCC3,0,9,1,-0.2,0.6,2,-7,-14,7
c1ccc2c(c1)OCC(CNCC1COc3ccccc3O1)O2 (stereo not drawn),-5,-5,-7,0.1,37*,-1,-6,64*,-28
CCC(=O)Nc1ccc(NC(=O)c2ccco2)cc1,3,-14,-2,1.1,-0.5,1,-6,-7,5
O=C(NCc1ccc2c(c1)OCO2)c1nc(Cn2ccc([N+](=O)[O-])n2)no1,0,5,-1,0.3,0.1,4,-6,-13,6
COc1ccccc1N1CCN(c2cc(=O)n(-c3ccccc3Cl)c(=O)[nH]2)CC1,-8,-7,-4,0.0,1.2,1,-19,-4,8
S=C(Nc1ccccn1)NC1CCCCC1,-2,-18,0,0.7,1.5,1,0,-1,-7
CCOC(=O)C(NC(=O)c1ccccc1)=C1C=C(C)OC(C)=C1,-2,16,20,0.6,-0.5,3,2,12,30*
COc1ccc(C(=O)Nc2ccccc2C(N)=O)cc1,11,0,1,0.0,0.1,1,-12,7,-5
CN1CCN(c2c(F)cc3c(=O)c(C(=O)O)cn4c3c2OCN4C)CC1,-4,0&-3,-15,-2.4,-4.0,1,13,6,-2
Cc1nnc(NC(=O)CSCc2cc(=O)c3ccc(C)c(C)c3[nH]2)s1,-2,-5,0,-0.4,-0.9,0,-1,.,-10

# Structures from the list above with two or more sulfur atoms (5):
SMILES,TRHR PAM,RXFP1 antagonist,D1 potentiator,TRHR ag,D2 ag,D1 agonist,D1 antag,D2 antag,D2 PAM
CCCCS(=O)(=O)c1oc(-c2ccc(F)cc2)nc1S(=O)(=O)c1ccc(C)cc1,-8,-72*,-2,0.8,3.0,4,-6,.,5
COc1cccc(NC(=O)C2CCCN(S(=O)(=O)c3cccc4nsnc34)C2)c1 (stereo not drawn),2,-1,-6,-0.1,-0.2,1,10,13,-2
CCC(CC)C(=O)Nc1ccc2nc(SCc3ccccc3)sc2c1,1,.,-2,0.2,1.8,2,8,.,-8
O=C(Nc1nnc(C2CC2)s1)C1Cc2ccccc2CN1S(=O)(=O)c1ccccc1F (stereo not drawn),1,-7,-1,0.2,0.4,3,12,14,16
Cc1nnc(NC(=O)CSCc2cc(=O)c3ccc(C)c(C)c3[nH]2)s1,-2,-5,0,-0.4,-0.9,0,-1,.,-10

# More compounds follow:
SMILES,TRHR PAM,RXFP1 antagonist,D1 potentiator,TRHR ag,D2 ag,D1 agonist,D1 antag,D2 antag,D2 PAM
CC(C)OC(=O)C(=O)NNc1ccccc1,3,-7,-5,-2.5,-1.5,8,0,-5,-11
CCOc1ccc(-n2c(=O)[nH]cc(C(=O)N3CCc4ccccc43)c2=O)cc1,-2,-5,-1,0.2,-0.2,2,-6,1,-6
Cc1ccc(N=Nc2c(O)ccc3n[nH]nc23)cc1,3,-29,-4,0.6,1.2,3,11,-6,3
Cc1ccc(CNC(=O)CN2C(=O)CCn3nc(-c4ccccc4)cc32)cc1,-10,-3,1,0.8,-0.8,4,4,.,1
CN(C)CCNS(=O)(=O)c1ccc(N2CCc3ccccc32)c([N+](=O)[O-])c1,-5,-13,-5,-0.8,-2.6,64*,-3,5,-8
CC(C)c1ccc2c(c1)C(c1ccc(N3CCOCC3)cc1)=NNC(c1cccs1)=N2,17,-11,-1,-0.1,-0.5,0,7,-14,15
COc1cccc(N2CCN(C(=O)C(CCSC)NS(=O)(=O)c3ccc4c(c3)oc(=O)n4C)CC2)c1 (stereo not drawn),4,-24,2,-0.1,-1.0,0,15,.,-8
CC(NC(=O)C1CCN(S(=O)(=O)c2cc([N+](=O)[O-])ccc2Cl)CC1)c1ccccc1 (stereo not drawn),-7,4,-7,0.1,0.4,2,-5,2,-10
CC(=O)N(c1ccccc1)c1nc(/C=C/C(=O)Nc2c(C)cc(C)cc2C)cs1,8,-9,-3,0.4,0.6,4,-1,-10,4
COc1cccc(CC(=O)OCC(=O)N2CCN(c3ccc(F)cc3)CC2)c1,-2,-4,-3,-0.3,0.3,4,6,-5,5
COc1cccc(CN(CC2CCCO2)S(=O)(=O)c2ccc(S(=O)(=O)N(C)C)cc2)c1 (stereo not drawn),3,25,-4,0.5,-0.2,14,.,2,25
CCC(C(=O)NCCCc1ccccc1)c1ccccc1 (stereo not drawn),-2,-9,-3,-0.2,-0.1,4,22,-11,-9
CSc1ccc(CSCC(=O)N2CCN(S(=O)(=O)c3ccc(C)cc3C)CC2)cc1,-12,-1,2,8.6,2.8,10,-25,-7,-9
COc1ccc2[nH]c(=O)c(CN(Cc3nnnn3Cc3ccccc3)CC3CCCO3)cc2c1 (stereo not drawn),-6,13,-5,-0.8,0.5,0,-4,6,-20
CCC(C)[C@H](NC(=O)N1CCCCC1)C(=O)OC (stereo partly drawn),-4,6,1,0.7,-1.1,0,0,-7,-3

# Assay outcomes: PubChem, National Center for Advancing Translational Sciences (NCATS)
